Screening data as filed in PubChem.
Rac1 mut GTP: human Rac1 activated mutant GTP binding change; P63000; 190,000 compounds, 0.11% hits; percent activity (GTP binding), % at 10 µM; AID 764; GST-Rac1 activated beads, fluorescent GTP binding, flow cytometry; actives lie on both sides; 100% means binding = to untreated wells;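 active = GTP binding at least 20 percentage points away from the 100% baseline, in either direction, so actives lie on both sides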
Mcl1 Noxa PPI: Mcl-1/Noxa interaction inhibition. Q07820. TR-FRET Mcl-1/Noxa peptide binding, 2 h. inhibition, % at 21.7 µM. 220,000 compounds, 1.5% hits. AID 1022;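 active = compounds that cut the protein-peptide binding signal by more than 50% relative to plate controls in a single-dose test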;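 note: His-tagged Mcl-1 with rhodamine Noxa BH3 peptide and terbium anti-His antibody; 0% = Mcl-1 plus Noxa peptide wells and 100% = peptide-only wells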
Target sequence (Q07820 whole entry, looked up): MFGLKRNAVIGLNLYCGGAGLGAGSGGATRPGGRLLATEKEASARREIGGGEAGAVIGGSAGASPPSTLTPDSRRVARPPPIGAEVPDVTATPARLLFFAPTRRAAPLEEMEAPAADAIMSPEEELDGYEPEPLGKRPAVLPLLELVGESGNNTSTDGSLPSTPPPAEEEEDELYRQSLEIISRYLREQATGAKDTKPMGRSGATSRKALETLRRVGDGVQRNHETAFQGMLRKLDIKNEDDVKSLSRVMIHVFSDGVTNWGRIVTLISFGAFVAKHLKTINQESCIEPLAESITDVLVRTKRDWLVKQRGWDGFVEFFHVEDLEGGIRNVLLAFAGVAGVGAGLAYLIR
Rab7 wt GTP bind: dog Rab7 wildtype GTP binding, inhibitors and activators. AID 758. GST-Rab7 beads, fluorescent GTP binding, flow cytometry; actives lie on both sides; untreated = 100%, excess cold GTP = 0%. 190,000 compounds, 0.055% hits. GTP binding activity (percent of control), % at 10 µM;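 active = fluorescent GTP binding to Rab7 beads changed by at least 20 points from the 100% baseline, either direction, mostly lower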;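 note: median green fluorescence of bound Bodipy-FL-GTP per Rab7 bead population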
Pf gametocyte: kills late stage P. falciparum gametocytes; P. falciparum stage V gametocytes, ATP luminescence, 24 h; inhibition, % at 10.9 µM; 150,000 compounds, 0.065% hits;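 active = inhibition above the mean plus 3 SD of compounds within the control limits, set per campaign, cut at about 38% in these data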;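 note: 0% = DMSO wells and 100% = medium only without gametocytes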
GSH fluor: compound fluoresces at 488/530 nm on GSH beads. GSH beads flow cytometry, compound fluorescence 488/530 nm; stronger effect = higher value. fluorescence (KMESF) at 10 µM. 190,000 compounds, 0.25% hits. AID 1776; in the data active = fluorescence above about 89;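 note: glutathione beads carrying GST-tagged Bcl family fusion proteins plus one bare bead set; values are compound well signal with DMSO vehicle wells as background; inactives centre near 16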
Mcl1-Bid inh: disrupts binding of human Mcl-1 to Bid peptide. Q07820. TR-FRET Mcl-1/Bid-Dy647 peptide binding, 1536-well. inhibition, % at 21.7 µM. 220,000 compounds, 0.97% hits;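 active = compounds that cut the binding signal by more than half at the single screening dose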;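 note: His-tagged Mcl-1 with europium anti-His antibody binding Bid BH3 peptide; 0% = Mcl-1 plus peptide wells and 100% = peptide-only wells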
Avidin fluor: avidin bead compound fluorescence profile | Avidin beads, compound fluorescence 488/530 nm, flow cytometry; stronger effect = higher value | fluorescence (KMESF) at 10 µM | 220,000 compounds, 0.38% hits | AID 1775; in the data active = fluorescence above about 47; note: inactives centre near 10
Rac1 wt modul: alters GTP binding to wildtype human Rac1 | P63000 | GST-Rac1 beads, fluorescent GTP binding, flow cytometry; actives lie on both sides; 0 = cold GTP competed, 100 = untreated | GTP binding activity (% of control), % at 10 µM | 190,000 compounds, 0.27% hits | AID 757;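 active = GTP binding activity at least 20 points away from the 100% control level, either lower or higher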
Rab2A wt mod: changes GTP binding to wildtype dog Rab2A, up or down | GST-Rab2 wt beads, Bodipy-GTP binding, flow cytometry | GTP binding activity, % at 10 µM | 190,000 compounds, 0.19% hits | AID 760;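 active = GTP binding activity at least 20 points away from 100%, either lowered or raised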;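 note: 0% = beads with excess unlabeled GTP and 100% = no-compound control corrected for plate trend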
Cdc42 wt: human Cdc42 wildtype GTP binding change, either direction; P60953; GST-Cdc42 beads, Bodipy-GTP binding, flow cytometry; actives lie on both sides; percent activity (GTP binding), % at 10 µM; 190,000 compounds, 0.2% hits;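 active = percent activity GTP binding at least 20 points away from the 100% baseline, either down as inhibitor or up as activator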;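 note: median bead fluorescence of bound Bodipy-FL-GTP at 100 nM; 0% = excess unlabeled GTP control and 100% = no compound control; below 100% means less GTP binding so inhibitor and above means activator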
Target sequence (P60953 whole entry, looked up): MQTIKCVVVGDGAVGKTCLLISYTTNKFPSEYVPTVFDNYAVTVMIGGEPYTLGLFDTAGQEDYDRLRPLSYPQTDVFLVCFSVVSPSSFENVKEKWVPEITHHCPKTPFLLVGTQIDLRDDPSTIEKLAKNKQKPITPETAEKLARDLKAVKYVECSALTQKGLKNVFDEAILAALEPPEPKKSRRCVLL
HRas wt GTP: human HRas wildtype GTP binding, change in either direction; P01112; GST-Ras wt beads, Bodipy-FL-GTP binding, flow cytometry; actives lie on both sides; 190,000 compounds, 0.14% hits; AID 759; GTP binding activity, % at 10 µM;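 active = GTP binding activity at least 20% away from the 100% baseline, either lowered as inhibitor or raised as activator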;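 note: 0% = unlabeled GTP competition control and 100% = no-compound control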
Target sequence (P01112 whole entry, looked up): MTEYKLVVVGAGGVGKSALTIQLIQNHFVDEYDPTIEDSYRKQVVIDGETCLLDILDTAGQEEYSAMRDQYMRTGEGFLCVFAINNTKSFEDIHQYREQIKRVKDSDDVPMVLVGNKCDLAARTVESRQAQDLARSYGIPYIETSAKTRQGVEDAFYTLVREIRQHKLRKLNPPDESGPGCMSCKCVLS
* marks the source's active call; other numbers are inactive results; nt = not tested or not shown.

SMILES	Rac1 mut GTP	Mcl1 Noxa PPI	Rab7 wt GTP bind	Pf gametocyte	GSH fluor	Mcl1-Bid inh	Avidin fluor	Rac1 wt modul	Rab2A wt mod	Cdc42 wt	HRas wt GTP
CCN(CC)C(=O)CSc1nc2[nH]ncc2c(=O)[nH]1	100	6	93	13	11	-35	6	102	96	98	96
COn1c2c(c3c4nonc4ccc31)CCCC2	95	2	96	nt	5	-32	6	98	95	97	97
Cc1ccc(NC(=O)c2cccs2)cc1S(=O)(=O)Nc1cccc(Cl)c1	96	6	99	-10	14	14	7	99	94	97	96
COc1ccc(-c2cc(C(=O)c3c(N)n(C)c(=O)n(C)c3=O)c3ccccc3n2)cc1OC	93	26	102	18	12	5	12	96	98	97	95
O=C(O)C1C2C=CC(O2)C1C(=O)NCc1ccc(Cl)cc1 (stereo not given)	102	7	104	nt	16	-8	43	104	105	102	105
CCc1nc2ccc(C(=O)NCc3ccco3)cc2nc1CC	97	14	96	nt	70	-19	9	97	98	99	98
CCOC(=O)c1sc(-c2ccc(C)cc2)c(C#N)c1C	101	26	99	nt	6	-3	2	100	99	100	100
Cc1cc(=O)[nH]c(N/N=C/c2ccc(N(C)C)cc2)n1	92	9	94	nt	16	-67	9	85	90	91	90
CCOc1cc(NC(=O)c2ccccn2)c(OCC)cc1NC(=O)c1ccc(C)cc1	93	19	92	-1	17	-17	10	91	92	94	92
O=C1C2CC=CCC2C(=O)N1Cc1ccccc1 (stereo not given)	101	-20	102	28	18	-18	21	106	104	105	105
O=C(Nc1ccccc1-c1ccccc1)c1ccc(Cl)c([N+](=O)[O-])c1	97	17	98	-4	17	10	3	99	95	97	97
COc1ccc(-c2nnc3ccc(SCC(=O)N4CCCC4)nn23)cc1	96	10	94	nt	23	-20	5	98	95	95	93
Cc1ccc(CNC(=O)CCNS(=O)(=O)c2cccc3nonc23)cc1	100	-1	102	6	49	3	6	105	101	101	102
Cc1nc2ccccn2c1C(=O)/C=C/c1cccc([N+](=O)[O-])c1	92	14	101	-9	8	-18	11	93	94	92	93
Cc1ccccc1OCC(=O)N/N=C/c1cn(Cc2ccccc2)c2ccccc12	97	12	98	nt	11	1	4	103	98	99	101
CCOC(=O)c1cc(-c2ccc(OC)cc2)nc2c1c(C)nn2CCC(N)=S	94	-8	96	9	12	-31	21	96	97	94	97
Cc1ccc(NC(=O)c2ccc(S(=O)(=O)N3CCCCC3)cc2)cc1	100	7	100	nt	12	-28	15	101	100	101	100
Cc1ccc(C(=O)OCC(=O)N2CCC(Cc3ccccc3)CC2)cc1N	92	11	92	0	27	-29	11	95	96	94	93
COc1ccc(CCNc2nc(-c3sc(C)nc3C)cs2)cc1OC	100	60*	100	3	11	73*	19	101	100	103	105
Cc1cc(NC(=O)c2ccc(Cl)cc2)n(CCOC(=O)c2ccc(Cl)cc2)n1	99	3	100	nt	11	9	13	101	99	100	99
COC(=O)c1cccc(NC(=O)/C=C/c2cccc([N+](=O)[O-])c2)c1	99	28	99	nt	18	-8	5	100	99	99	97
CC1CCCC(C)N1C(=O)CSc1nc2ccccc2c(=O)[nH]1 (stereo not given)	93	14	95	15	14	-5	8	94	96	94	95
O=C(COC(=O)CNC(=O)c1cccc([N+](=O)[O-])c1)Nc1cccc(S(=O)(=O)N2CCCC2)c1	97	5	102	3	9	-7	21	98	98	99	99
O=C(CN1C(=O)COc2ccccc21)Nc1ccc(F)cc1	96	-24	94	nt	18	-63	5	94	94	97	96
CC(=O)n1nc(-c2ccco2)nc1SCc1ccccc1	101	19	103	nt	20	8	8	107	101	101	103
CCN(CC)S(=O)(=O)c1cccc(-c2nnc(SCC(=O)NCCC3=CCCCC3)n2N)c1	97	-14	98	nt	8	-28	16	96	97	98	98
CCOC(=O)CSc1nnc(C)c(=O)[nH]1	100	6	97	nt	5	-13	7	104	98	101	99
CCO/C=C1\C(=O)N(CC)c2ccccc21	100	13	98	nt	18	-11	5	101	102	101	100
Cn1c2c(c(=O)[nH]c1=O)C(NC(=O)c1ccco1)(C(F)(F)F)C(=O)N2 (stereo not given)	100	22	103	nt	16	8	5	104	103	102	103
O=S(=O)(N/N=C/c1ccc(F)cc1)c1ccccc1	94	4	101	7	13	-48	6	100	97	99	96

Shown as a hit in Mcl1 Noxa PPI (from the list above):
smiles | Rac1 mut GTP | Mcl1 Noxa PPI | Rab7 wt GTP bind | GSH fluor | Mcl1-Bid inh | Avidin fluor | Rac1 wt modul | Rab2A wt mod | Cdc42 wt | HRas wt GTP
COc1ccc(CCNc2nc(-c3sc(C)nc3C)cs2)cc1OC | 100 | 60* | 100 | 11 | 73* | 19 | 101 | 100 | 103 | 105

Later entries:
SMILES	Rac1 mut GTP	Mcl1 Noxa PPI	Rab7 wt GTP bind	Pf gametocyte	GSH fluor	Mcl1-Bid inh	Avidin fluor	Rac1 wt modul	Rab2A wt mod	Cdc42 wt	HRas wt GTP
O=C(CSc1nnnn1C1CCCCC1)NCCc1ccccc1	97	17	99	-7	40	-2	5	101	96	97	99
COc1ccc(NC(=O)CSc2nc3ccccc3c(=O)n2CCCN2CCOCC2)c(OC)c1	96	25	95	25	18	-21	12	95	96	99	94
O=C(CN1C(=O)S/C(=C\C=C\c2ccccc2)C1=O)Nc1cccc(O)c1	99	12	98	3	18	-20	4	100	102	98	101
Cc1cccn2c(CN[C@@H]3CCCC[C@H]3c3ccccc3)c(C(=O)N3CCOCC3)nc12	97	8	98	-14	24	-10	8	95	99	96	96
CCN1/C(=C/c2ccc3cc(C)ccc3[n+]2CC)Sc2cc(C)c(C)cc21	99	12	86	1	15	-28	25	98	87	84	82
CCOC(=O)CSC1=NC(=O)/C(=C/c2ccc(Br)cc2)S1	91	-8	103	6	10	6	26	94	93	91	94
N#Cc1c(N2C(=O)Nc3ccccc3N2O)sc2c1CCCCCC2	95	8	98	12	13	-6	5	98	98	92	96
CCOC(=O)C1CCN(C(=O)CSc2c3c(nc4ccccc24)CCC3)CC1	92	7	87	-24	19	3	10	96	95	91	93
Cc1cccc(C(=O)N2CCCCCC2)c1[N+](=O)[O-]	93	12	93	nt	16	6	8	92	93	94	92
O=C(O)c1ccccc1C(=O)NNc1cccc(Cl)n1	97	8	90	17	11	-29	10	96	94	94	95
COc1ccc(S(=O)(=O)N(C)c2ccc(C(=O)N3CCCC3)cc2)cc1	97	15	98	nt	12	-10	20	98	98	99	96
CCC(Oc1ccccc1)C(=O)Nc1cc(C)on1 (stereo not given)	99	7	100	nt	25	-3	7	107	101	103	101
CCOC(=O)c1[nH]c(C)c(C(=O)Nc2ccc(Cl)cc2)c1C	101	8	101	nt	24	-1	8	104	100	102	102
Cc1ccc(O)c(C(CC(=O)NCc2ccco2)c2ccccc2)c1 (stereo not given)	95	13	102	-11	15	-54	15	103	94	98	97
O=C(CCCOc1ccc(Cl)cc1Cl)N/N=C/c1ccco1	96	-17	97	6	13	-14	11	102	96	95	95
c1ccc2nc3ccccc3nc2c1	99	38	98	nt	17	86*	4	99	97	98	97
CCOC(=O)C1(C)/C(=N/Nc2ccc(Cl)cc2)C(=O)C(=O)N1c1ccccc1 (stereo not given)	96	18	98	23	10	-20	8	98	95	98	97

Fetched one by one from the entries so far:
SMILES	Rac1 mut GTP	Mcl1 Noxa PPI	Rab7 wt GTP bind	Pf gametocyte	GSH fluor	Mcl1-Bid inh	Avidin fluor	Rac1 wt modul	Rab2A wt mod	Cdc42 wt	HRas wt GTP
O=C(O)C1C2C=CC(O2)C1C(=O)NCc1ccc(Cl)cc1 (stereo not given)	102	7	104	nt	16	-8	43	104	105	102	105
COc1ccc(-c2cc(C(=O)c3c(N)n(C)c(=O)n(C)c3=O)c3ccccc3n2)cc1OC	93	26	102	18	12	5	12	96	98	97	95

Six compounds already listed, ordered by the value under Mcl1 Noxa PPI, largest number first.
mol	Rac1 mut GTP	Mcl1 Noxa PPI	Rab7 wt GTP bind	GSH fluor	Mcl1-Bid inh	Avidin fluor	Rac1 wt modul	Rab2A wt mod	Cdc42 wt	HRas wt GTP
Cc1ccc(O)c(C(CC(=O)NCc2ccco2)c2ccccc2)c1 (stereo not given)	95	13	102	15	-54	15	103	94	98	97
Cc1cccc(C(=O)N2CCCCCC2)c1[N+](=O)[O-]	93	12	93	16	6	8	92	93	94	92
O=C(O)c1ccccc1C(=O)NNc1cccc(Cl)n1	97	8	90	11	-29	10	96	94	94	95
CCC(Oc1ccccc1)C(=O)Nc1cc(C)on1 (stereo not given)	99	7	100	25	-3	7	107	101	103	101
CCOC(=O)CSC1=NC(=O)/C(=C/c2ccc(Br)cc2)S1	91	-8	103	10	6	26	94	93	91	94
O=C(CCCOc1ccc(Cl)cc1Cl)N/N=C/c1ccco1	96	-17	97	13	-14	11	102	96	95	95
